# Compound activity as filed in PubChem BioAssay.
# Statin myotox sup: suppressors of statin myotoxicity in C2C12 myotubes, primary screen, cell-based, single point, plate reader | C2C12 myotubes + simvastatin, ATP luminescence, 48 h; scaled: DMSO 0, geranylgeraniol control 100 | rescue of ATP level, % at 7.49 µM | 0.78% of 330,000 active | AID 602340, 2012;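 active = mean ATP rescue above about 67%, or every replicate alone reaching that limit, limit read from the data, passing the limit was not always enough; inconclusive = no clear call, values can overlap the other calls; inactive = mean under the limit and some replicate under it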;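 note: myotubes were challenged with 10 µM simvastatin during compound exposure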
# esBAF inh: Bmi1 luciferase reporter increase in mESCs, primary screen, esBAF inhibitor project, mouse ES cells, Bmi1 luciferase knock-in, single point; 24 h; 100% = twice the neutral-well signal; AID 602393, 2012; reporter increase, % at 12.5 µM; 2% of 350,000 active; in the data active = activation above about 40%; inconclusive = no clear call, values can overlap the other calls;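 note: 0% = median of the plate's neutral control wells and 100% = double that signal; a rise in the Bmi1 reporter signal indicates esBAF inhibition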
# Cneo AK release: Cryptococcus neoformans cell lysis inducers, primary screen, AK release luminescence, single concentration; C. neoformans lysis, adenylate kinase release luminescence, 4 h; normalised: neutral wells 0, clomiphene wells 100; lysis activity, % at 15 µM; 0.2% of 360,000 active; AID 651654, 2012;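 active = mean lysis activity across replicates of at least 80%, whatever share of replicates individually reach that level; inactive = mean lysis activity below 80%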
#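 read-out = cell lysis signal | test system = log-phase Cryptococcus neoformans yeast cells | input = cells at 5 × 10^6 per mL | medium = fresh YPD growth medium | signal = luminescent adenylate kinase detection reagent | timing = 4 h at 37 °C static, read 1 h later | dosing = single dose | controls = Clomiphene as positive lysis control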
# ERp5 block: inhibitors of ERp5-driven insulin aggregation, primary screen, biochemical, turbidity, absorbance 650 nm, single point; 90 min; AID 651711, 2012; inhibition, % at 9.99 µM; 0.05% of 350,000 active; Protein disulfide-isomerase A6 (Homo sapiens), Q15084;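 active = mean replicate inhibition above about 25%, with every replicate also reaching it, limit read from the data, passing the limit was not always enough; inconclusive = only one of those two criteria met; inactive = neither criterion met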
# Target sequence (Q15084 whole entry, looked up): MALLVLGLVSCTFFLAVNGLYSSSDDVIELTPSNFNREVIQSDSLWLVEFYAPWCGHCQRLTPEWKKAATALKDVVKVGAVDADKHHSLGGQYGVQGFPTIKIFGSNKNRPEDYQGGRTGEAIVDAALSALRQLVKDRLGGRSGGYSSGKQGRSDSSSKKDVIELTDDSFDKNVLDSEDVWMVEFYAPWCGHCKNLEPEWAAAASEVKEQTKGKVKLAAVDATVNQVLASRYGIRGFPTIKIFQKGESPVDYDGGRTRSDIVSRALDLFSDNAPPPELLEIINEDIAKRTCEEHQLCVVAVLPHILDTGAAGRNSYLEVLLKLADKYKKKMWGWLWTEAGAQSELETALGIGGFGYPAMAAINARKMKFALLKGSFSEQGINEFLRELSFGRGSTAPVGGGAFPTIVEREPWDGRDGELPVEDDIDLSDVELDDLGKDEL
# SIRT5 inh: SIRT5 desuccinylase inhibitors, primary screen, biochemical, fluorescence imaging, single point, set 5. NAD-dependent protein deacylase sirtuin-5, mitochondrial (Homo sapiens), Q9NXA8. Purified SirT5, succinyl-peptide AMC, trypsin-coupled fluorescence. inhibition, % at 15 µM. 1.1% of 330,000 active. AID 652115, 2013; in the data active = inhibition above about 15%; inconclusive = no clear call, values can overlap the other calls
# Target sequence (Q9NXA8 whole entry, looked up): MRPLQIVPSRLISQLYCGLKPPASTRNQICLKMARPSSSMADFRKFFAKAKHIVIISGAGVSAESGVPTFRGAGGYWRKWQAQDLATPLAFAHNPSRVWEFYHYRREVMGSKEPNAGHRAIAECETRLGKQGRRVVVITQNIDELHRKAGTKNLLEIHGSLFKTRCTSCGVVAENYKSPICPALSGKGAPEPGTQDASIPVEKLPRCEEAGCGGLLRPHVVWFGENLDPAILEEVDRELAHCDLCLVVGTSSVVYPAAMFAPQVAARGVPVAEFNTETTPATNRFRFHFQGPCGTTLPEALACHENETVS
# ARNT TACC3 PPI: disruptors of ARNT/TACC3 protein interaction, primary screen, biochemical, AlphaScreen, single concentration; 0.66% of 390,000 active; Transforming acidic coiled-coil-containing protein 3 (Homo sapiens), Q9Y6A5; AlphaScreen His-ARNT PAS-B/GST-TACC3 binding, luminescence; TACC3 fragment carries E629A point mutation; AID 623870, 2012; inhibition, % at 9.99 µM;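 active = mean inhibition of replicates at least 50% and at least half of replicates each reaching 50%; inconclusive = half or more replicates reach 50% but mean below 50%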;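 note: 0% = complete ARNT plus TACC3 wells and 100% = ARNT alone without TACC3; many hits fall short of the cut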
# miR122 inh: miR-122 Renilla sensor signal increase in Huh7, primary screen, miR-122 inhibitor project, cell-based, single point, plate reader; 0.3% of 340,000 active; activation (reporter increase), % at 12.5 µM; Huh7 miR-122 Renilla luciferase sensor, 48 h; neutral wells = 0, positive control = 100; AID 602342, 2012;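 active = mean replicate activation score at least 90 and every replicate individually at or above 90; inconclusive = only one of the two criteria met; inactive = neither criterion met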;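 note: higher luciferase means less miR-122 activity so hits act as miR-122 inhibitors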
# Starred values were filed as active, the others as inactive; u = inconclusive; x = no result given; & = joins results of further samples; [ ] = dose if it differs, or a comment.
1	COC(=O)c1cn(-c2ccc(Cl)cc2)c(=O)c2ccccc12
2	COC(=O)c1ccccc1NC(=S)NC(C)=O
3	O=C(OCCN1CCCCC1)c1ccccc1F
4	CN1[C@@H]2c3ccc(/C=C/c4ccccc4)c(=O)n3C[C@@H]2[C@@H](CO)[C@@H]1C(=O)Nc1nccs1
5	CCN1CCN(CC(O)COc2ccc(Cl)cc2)CC1 (configuration not stated)
6	COC(CNC(=O)c1ccc2c(c1)ncn2C1CCCCCC1)OC
Screen / compound no.	1	2	3	4	5	6
Statin myotox sup	9	x	-5	16	-4	2
esBAF inh	-16	x	-3	4	5	10
Cneo AK release	2	x	-1	2	-8	-2
ERp5 block	x	4	4	-1	x	5
SIRT5 inh	x	-8	1	-41	x	4
ARNT TACC3 PPI	1	-4	1	-17	-9	-6
miR122 inh	x	x	6	-8[16.7 µM]	0	-5

7	Cc1ccc(S(=O)(=O)N[C@@H]2C=C[C@@H](CC(=O)NCCc3ccncc3)O[C@@H]2CO)cc1
8	Cc1ccc(Nc2cc(-n3nc(C)cc3C)ncn2)cc1
9	C[C@H](CO)N1C[C@H](C)[C@@H](CN(C)C(=O)c2ccccc2)Oc2ncc(C#CC3CC3)cc2C1=O
10	CC1=C(C(=O)N(C)C)CC(CC(=O)NCCc2ccccn2)C(=O)N1Cc1ccccc1 (configuration not stated)
11	CCCCC1CC(=O)NC1(C(=O)OCC)C(=O)OCC (configuration not stated)
12	O=c1c2cc(NC(=S)NC3CCCC3)ccc2nc2n1CCCCC2
Screen / compound no.	7	8	9	10	11	12
Statin myotox sup	-2	-8	3	-1	-3	-14
esBAF inh	-2	22	2	-2	1	30
Cneo AK release	2	1	-1	1	x	0
ERp5 block	0	x	-2	4	4	2
SIRT5 inh	1	x	6	1	0	0
ARNT TACC3 PPI	x	-2	-7	x	x	3
miR122 inh	x	2	9[16.7 µM]	-6	-11	-3

# Next section (three carried over from the part before).
10	CC1=C(C(=O)N(C)C)CC(CC(=O)NCCc2ccccn2)C(=O)N1Cc1ccccc1 (configuration not stated)
11	CCCCC1CC(=O)NC1(C(=O)OCC)C(=O)OCC (configuration not stated)
12	O=c1c2cc(NC(=S)NC3CCCC3)ccc2nc2n1CCCCC2
13	C[C@H](CO)N1C[C@H](C)[C@H](CN(C)S(=O)(=O)c2ccc(F)cc2)OCCCC[C@H](C)Oc2ccc(NC(=O)Nc3ccc(C(F)(F)F)cc3)cc2C1=O
14	Cc1ccc(C(=O)OCC(=O)N(C)c2c(N)n(Cc3ccccc3)c(=O)[nH]c2=O)s1
15	C[C@H](NC(=O)c1cc2cc(Cl)ccc2n1C)C(=O)N1CCC[C@H]1C(=O)O
16	Cc1cc(C)c2c(N)c(C(=O)N/N=C/c3ccccc3)sc2n1
17	CCCNC(=O)N(C)C[C@H]1Oc2cc(C3=CCCCC3)ccc2S(=O)(=O)N([C@H](C)CO)C[C@H]1C
18	O=C(CN1C(=O)NC2(CCCCC2)C1=O)NCc1cccs1
Screen / compound no.	10	11	12	13	14	15	16	17	18
Statin myotox sup	-1	-3	-14	x	-4	11	-5	-20	7
esBAF inh	-2	1	30	-2	3	-4	46*	-6	-3
Cneo AK release	1	x	0	1	0	1	x	-1	0
ERp5 block	4	4	2	-1	-5	-2	6	-1	0
SIRT5 inh	1	0	0	8	1	3	-2	-12	-1
ARNT TACC3 PPI	x	x	3	4	-3	7	-3	4	-1
miR122 inh	-6	-11	-3	-3[16.7 µM]	1	-10	-6	-8[16.7 µM]	-4

19	O=S(=O)(NCCCSc1ccccc1)c1ccccc1F
20	C=CC[C@@H](Cc1ccc(F)cc1)C(=O)OC[C@H]1CCCN1C(=O)[C@H](CC=C)CC(=O)N(CCO)Cc1ccccc1
21	C[C@@H]1CN([C@@H](C)CO)C(=O)Cc2cc(NC(=O)Nc3cccc4ccccc34)ccc2O[C@@H]1CN(C)C(=O)Nc1ccccc1
22	Cn1c(=O)c2c(ncn2CC(=O)OCC(=O)Nc2ccc(F)cc2Cl)n(C)c1=O
23	O=C(c1ccccn1)N1CC[C@@H]2[C@@H](CO)Nc3ccc(-c4ccccc4)cc3[C@@H]21
24	CCOC(=O)c1ccc(-c2ccc(/C=N/NC(=O)CN(c3ccccc3Br)S(C)(=O)=O)o2)cc1
Screen / compound no.	19	20	21	22	23	24
Statin myotox sup	-1	1	-63	-3	9	x
esBAF inh	-2	2	-1	1	10	x
Cneo AK release	x	-1	-1	1	-2	x
ERp5 block	5	2	-4	5	1	6
SIRT5 inh	-6	-1	-1	1	x	-4
ARNT TACC3 PPI	-4	3	1	-4	3	1
miR122 inh	13	x	23[16.7 µM]	-2	19[16.7 µM]	x

25	COc1ccc(-c2cc(C(=O)NCc3ccc(Cl)cc3)no2)cc1OC
26	CC(Oc1ccc2c(-c3ccccc3)cc(=O)oc2c1)C(=O)N1CCOCC1 (configuration not stated)
27	Cc1onc(-c2ccccc2)c1C(=O)Nc1ccc(-c2nnc3n2CCCCC3)cc1
28	C[C@@H]1CN([C@@H](C)CO)C(=O)c2c(c3ccccc3n2C)-c2ccccc2CO[C@H]1CN(C)S(=O)(=O)Cc1ccccc1
29	COc1cc(C(=O)OCC(=O)Nc2c(C)n(C)n(-c3ccccc3)c2=O)c([N+](=O)[O-])cc1OC
30	Cc1ccc(C(C)(C)C)c(OCCN2CCCC2)c1
Screen / compound no.	25	26	27	28	29	30
Statin myotox sup	u	0	0	x	2	x
esBAF inh	-7	4	2	4	-2	x
Cneo AK release	2	0	2	0	-2	1
ERp5 block	x	-2	x	-6	1	x
SIRT5 inh	x	4	x	2	2	x
ARNT TACC3 PPI	25	-16	6	0	0	2
miR122 inh	2	x	4	x	-4	-6

31	COc1cccc(-n2cnc3sc(C)c(C)c3c2=O)c1
32	CCNC(=O)[C@@H]1[C@@H](CO)[C@@H]2Cn3c(ccc(-c4ccccc4)c3=O)[C@@H]2N1CC1CC1
33	Cc1nnc(SCC(=O)NCCN2C(=O)CSC2=O)s1
34	O=C(CN1CCOCC1)NCC[C@@H]1CC[C@@H](NC(=O)Nc2ccc(F)cc2)[C@@H](CO)O1
35	CCc1ccc2[nH]c(=O)c(CN(CCN(CC)CC)C(=O)Nc3ccccc3OC)cc2c1
36	C[C@@H]1CCCCO[C@@H](CN(C)C(=O)Nc2ccc3c(c2)OCO3)[C@H](C)CN([C@@H](C)CO)C(=O)c2cc(NC(=O)C3CCCCC3)ccc2O1
Screen / compound no.	31	32	33	34	35	36
Statin myotox sup	x	-21	8	2	-25	x
esBAF inh	x	3	-9	6	1	10
Cneo AK release	-2	2	-1	0	x	-2
ERp5 block	x	0	x	-6	x	-1
SIRT5 inh	x	-1	x	9	x	4
ARNT TACC3 PPI	-6	-3	-5	-11	2	11
miR122 inh	0	3[16.7 µM]	-1	x	-5	3[16.7 µM]

37	CO[C@H](CN(C)C(=O)c1cnccn1)[C@H](C)CN([C@H](C)CO)S(=O)(=O)c1ccccc1
38	CCOC(=O)Nc1ccccc1N1C(=O)c2ccccc2C1=O
39	COc1ccccc1CNC(=S)Nc1ccc(S(N)(=O)=O)cc1
40	CCCNC(=O)C[C@H]1CC[C@H]2[C@H](COc3ccc(NC(=O)CC)cc3C(=O)N2C)O1
41	CCOc1ccc(NC(=O)C2CCCN(C)C2)cc1 (configuration not stated)
42	CS(=O)(=O)N1N=C(c2ccco2)CC1c1ccccc1 (configuration not stated)
Screen / compound no.	37	38	39	40	41	42
Statin myotox sup	1	-1	-16	-12	-1	x
esBAF inh	1	2	-3	3	-10	x
Cneo AK release	5	0	1	0	-2	-5
ERp5 block	3	x	x	1	7	0
SIRT5 inh	x	x	x	4	14	1
ARNT TACC3 PPI	-10	-4	-2	9	6	4
miR122 inh	x	3	x	8[16.7 µM]	-12	8

43	Cc1ccc(N(CCC#N)C(=O)CSc2nc3ccccc3c(=O)[nH]2)cc1
44	COc1cccc(NC(=O)/C=C/c2ccc(S(=O)(=O)N3CCOCC3)cc2)c1
45	CCC1CCCCN1S(=O)(=O)c1ccc(NC(=O)C2CCCO2)cc1 (configuration not stated)
46	C[C@@H]1CN([C@H](C)CO)C(=O)c2cccc(NC(=O)Nc3ccccc3)c2O[C@@H]1CN(C)C(=O)Nc1cccc2ccccc12
47	CNC(=O)C[C@@H]1CC[C@H]2[C@H](COc3ccc(NC(=O)Nc4cccc(F)c4)cc3C(=O)N2C)O1
48	O=C(C[C@@H]1CC[C@H]2[C@@H](COC[C@@H](O)CN2C(=O)c2cnccn2)O1)NCc1ccc(Oc2ccccc2)cc1
Screen / compound no.	43	44	45	46	47	48
Statin myotox sup	-17	0	7	59	7	1
esBAF inh	-2	12	0	4	-5	0
Cneo AK release	-1	1	2	6	-2	0
ERp5 block	4	10	1	x	x	2
SIRT5 inh	3	-1	1	x	x	2
ARNT TACC3 PPI	4	19	6	x	6	1
miR122 inh	1	13	x	0[16.7 µM]	-21[16.7 µM]	8[16.7 µM]

49	C[C@H]1CN([C@@H](C)CO)C(=O)c2cc(NC(=O)CCC(F)(F)F)ccc2O[C@H]1CN(C)C(=O)Nc1cccc2ccccc12
50	CCOC(=O)C1CC2CC(C1)CN(C(=O)C1CCCCC1)C2 (configuration not stated)
51	Cc1ccccc1NC(=O)C1CCCN(C(=O)NCc2ccccc2)C1 (configuration not stated)
52	Cc1cnc(NC(=O)CSc2nnc(N)s2)s1
53	O=C1c2ccccc2C(=O)N1c1cccc2ccccc12
54	COc1cc(-c2cc(C(=O)Nc3c(Cl)cc(Cl)cc3Cl)c3ccccc3n2)cc(OC)c1OC
Screen / compound no.	49	50	51	52	53	54
Statin myotox sup	9	x	3	x	1	x
esBAF inh	0	x	-3	x	4	x
Cneo AK release	55	x	-2	x	1	x
ERp5 block	-2	0	-1	6	1	-60
SIRT5 inh	8	5	-4	-2	-2	-5
ARNT TACC3 PPI	-1	-8	x	-6	-4	-3
miR122 inh	13[16.7 µM]	-2	0	x	x	x

55	CC(C)CCn1cnc2c1c(=O)[nH]c(=O)n2Cc1ccccc1
56	C[C@H]1CCCCO[C@@H](CN(C)C(=O)NC2CCCCC2)[C@@H](C)CN([C@@H](C)CO)C(=O)c2cc(NC(=O)Cc3ccccc3)ccc2O1
57	Cc1noc(C)c1S(=O)(=O)Nc1ccc2c(c1)C(=O)N([C@H](C)CO)C[C@H](C)[C@H](CN(C)Cc1ccc3c(c1)OCO3)O2
58	O=C(O)CCC(=O)NCc1ccc2[nH]c3c(c2c1)CCCC3
59	O=C(NC1CCC1)[C@H]1[C@H](CO)[C@H]2Cn3c(ccc(-c4ccncc4)c3=O)[C@@H]1N2Cc1cocn1
60	CN(CCC1CCOCC1)C(=O)C1CCC(=O)N(CCc2ccccc2)C1 (configuration not stated)
61	CC(=O)c1cnc2c(C(=O)O)cnn2c1C
62	CC(=O)C1=C(C)NC2=C(C(=O)CC(C)(C)C2)C1C (configuration not stated)
Screen / compound no.	55	56	57	58	59	60	61	62
Statin myotox sup	6	8	39	-3	9	6	-3	x
esBAF inh	-5	5&5	1	-4	2	-5	-8	x
Cneo AK release	3	-1&-2	-3	1	-5	7	-2	x
ERp5 block	2	-6&5	4	7	4	4	0	1
SIRT5 inh	7	3&-4	4	12	-9	-2	0	0
ARNT TACC3 PPI	18	0	9	-1	-18	-6	4	-1
miR122 inh	0	-2	-9[16.7 µM]	-2	8[16.7 µM]	-5	0	x
